# Pax4 gene expression: Pax4 mRNA upregulation in alpha cells – RT-PCR, mouse alpha TC1 cells, single point, primary screen (AID 1053180); 9,600 compounds, 0.2% hits; mouse alpha TC1 cells, Pax4 mRNA qPCR, 6 days; stronger effect = higher value; 100% = Pax4 plasmid added at qPCR; activation, % at 10 µM;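 active = highest normalized replicate activity of 15 or more, or at least half the replicates reach 15 or more; inactive = neither condition met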;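 note: pax4 Ct normalized to GAPDH with activation seen as lower delta delta Ct; plate controls were plate neutral control wells for no effect and Pax4 plasmid positive control for full effect; each compound tested in two replicate wells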
# YAP1 CTGF inhibition: YAP1 pathway inhibitors via CTGF transcript, primary screen, DLD1 colon cancer cells, RT-qPCR, single point (AID 743449); DLD1 CTGF mRNA qPCR, 24 h; stronger effect = higher value; inhibition, % at 12.5 µM; 9,900 compounds, 0.9% hits;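 active = mean normalized replicate activity at least 50 and at least half of replicates each reaching 50; inconclusive = only one of the two criteria met; inactive = neither criterion met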;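 note: 0% = neutral control wells and 100% = dasatinib control wells; higher means stronger suppression of CTGF expression like dasatinib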
# * hit, by the source's call; ? = inconclusive; . = not tested or not shown; & = joins results of further samples; ! = not confirmed by another sample. An excerpt; rates above refer to the full screens.
# Values run as follows: Pax4 gene expression	YAP1 CTGF inhibition
> Cc1ccccc1-c1ccc([C@H]2[C@H](CO)N3C(=O)CN(C(=O)c4ccncc4)C[C@@H]23)cc1
    0.0	31.3
> O=C(C[C@H]1CC[C@H]2[C@@H](COC[C@@H](O)CN2CCc2ccccc2)O1)NCCCN1CCOCC1
    0.0	3.6
> Cc1noc(C)c1NC(=O)N1C[C@H](O)COC[C@H]2O[C@H](CC(=O)NCC3CC3)CC[C@@H]21
    0.0	-29.7
> COc1ccc(NC(=O)N(C)C[C@H]2Oc3ccc(NC(=O)CCN4CCOCC4)cc3C(=O)N([C@@H](C)CO)C[C@H]2C)cc1
    0.0	11.6
> N#C[C@@H]1[C@H](c2ccccc2-c2ccccc2F)[C@@H](CO)N1C(=O)C1CCC1
    0.0	3.9
> O=S(=O)(c1cccc(F)c1)N1CC[C@@H]2[C@H]1c1cc(Br)ccc1N[C@@H]2CO
    0.0	13.9
> CC[C@@H]1C/C=C\C[C@@H](c2ccc(OC)cc2OC)NC(=O)[C@@H](C)CC(=O)N1
    0.2	-14.3
> COCC(=O)N1[C@H](CO)[C@@H](c2ccc(C#Cc3ccccc3F)cc2)[C@@H]1C#N
    0.0	1.2
> COc1cccc(CNC(=O)[C@H]2[C@H](CO)[C@H]3Cn4c(cccc4=O)[C@@H]2N3C(=O)C2CCCC2)c1
    0.0	-28.1
> O=C(C[C@@H]1C[C@@H]2c3cc(NC(=O)Nc4ccccc4F)ccc3O[C@@H]2[C@H](CO)O1)NCc1ccccn1
    0.0	-15.3
> Cc1cccc(S(=O)(=O)N[C@@H]2CC[C@H](CCNC(=O)Nc3cc(F)ccc3F)O[C@H]2CO)c1
    0.0	-30.7
> CC(=O)N1CCCCN2[C@H](CO)[C@H](c3ccc(-c4ccccc4)cc3)[C@H]2C1
    0.0	9.5
> CO[C@H]1CN(C)C(=O)c2cc(NC(=O)c3ccccc3F)ccc2OC[C@H](C)N(CC2CCOCC2)C[C@H]1C
    0.0	-24.7
> Cc1ccc(S(=O)(=O)Nc2ccc3c(c2)C(=O)N([C@H](C)CO)C[C@H](C)[C@@H](CN(C)Cc2ccc(C(F)(F)F)cc2)O3)cc1
    0.0	5.1
> O=C(Nc1ccc2c(c1)[C@H]1C[C@H](CC(=O)N3CCCCC3)O[C@H](CO)[C@H]1O2)NC1CCCCC1
    0.0	-20.1
> C/C=C/c1cnc2c(c1)C(=O)N([C@@H](C)CO)C[C@@H](C)[C@H](CN(C)CC1CCOCC1)O2
    0.0	21.1
> CN1CCN(C(=O)C[C@@H]2CC[C@@H]3[C@H](COC[C@@H](O)CN3Cc3cccc(-c4ccncc4)c3)O2)CC1
    0.0	0.2
> OC[C@H]1[C@H](c2ccc(-c3cccnc3)cc2)[C@@H]2CN(Cc3ccccn3)CCCCN12
    0.0	3.1
> O=C1CNC[C@@H]2[C@H](c3ccc(C#Cc4cccnc4)cc3)[C@@H](CO)N12
    0.0	22.2
> CCS(=O)(=O)Nc1ccc2c(c1)C(=O)N(C)[C@H]1CC[C@H](CC(=O)N[C@@H]3CCN(Cc4ccccc4)C3)O[C@H]1CO2
    0.0	-20.8
> C[C@H](CO)N1C[C@H](C)[C@H](CN(C)C(=O)Nc2ccc3c(c2)OCO3)OCCCC[C@H](C)Oc2ccc(NS(=O)(=O)c3ccc(F)cc3)cc2C1=O
    0.0	1.6
> C/C=C/c1ccc([C@@H]2[C@@H](CO)N(CCC(F)(F)F)C23CN(C(=O)CC2CC2)C3)cc1
    .	-14.8
> CO[C@H]1CC[C@H]2CCOc3ccc(C#N)cc3C(=O)N(C)CC3(CCCCC3)CC(=O)N(C)C[C@H]1O2
    0.0	26.2
> CO[C@H](C(=O)N(C)C[C@@H]1OCc2ccccc2-c2ccccc2C(=O)N([C@H](C)CO)C[C@H]1C)c1ccccc1
    0.0	4.9
> CN1C(=O)c2cc(NC(=O)c3ccc(F)c(F)c3)ccc2OC[C@H]2O[C@@H](CC(=O)N3CCCCC3)CC[C@@H]21
    0.0	-6.6
> O=C(Nc1cc(F)ccc1F)N1CC(=O)N2[C@H](CO)[C@@H](c3ccc(/C=C/c4ccccc4)cc3)[C@@H]2C1
    0.0	0.7
> COc1ccc(S(=O)(=O)Nc2ccc3c(c2)C(=O)N([C@@H](C)CO)C[C@@H](C)[C@@H](CN(C)Cc2ccc(C(F)(F)F)cc2)OCCCC[C@@H](C)O3)cc1
    0.0	29.1
> C[C@@H]1CN([C@@H](C)CO)C(=O)c2cc(NC(=O)Nc3ccc4c(c3)OCO4)ccc2O[C@@H](C)CCCCO[C@H]1CN(C)S(=O)(=O)c1ccccc1
    0.0	7.5
> COC(=O)C[C@H]1CC[C@@H](N)[C@@H](CO)O1
    0.0	15.9
> COC(=O)c1ccc(CN2CC(=O)N3[C@H](CO)[C@H](c4ccc(-c5cccnc5)cc4)[C@H]3C2)cc1
    0.0	-24.5
> O=C(C[C@@H]1C=C[C@@H](NC(=O)c2ccncc2)[C@H](CO)O1)NCC1CC1
    0.0	15.8
> CO[C@H](CN(C)C(=O)C1CCOCC1)[C@H](C)CN([C@H](C)CO)S(=O)(=O)c1ccccc1
    0.0	-6.2
> N#Cc1ccc(-c2cccc(-c3nc(C(=O)O)cc4c3[C@H](CCO)N(CC3CCOCC3)C4)c2)cc1
    0.0	-28.9
> O=C(NCC[C@H]1CC[C@H](NC(=O)c2ccccc2F)[C@H](CO)O1)c1cnccn1
    0.0	12.2
> C/C=C/c1ccc([C@H]2[C@H]3CN(C(=O)c4ccncc4)CC(=O)N3[C@H]2CO)cc1
    0.0	8.8
> O=C(Nc1ccccc1Cl)N1C[C@@H]2[C@H](c3ccccc31)[C@@H](CO)N2Cc1ccncc1
    0.0	0.5
> N#C[C@H]1[C@@H](c2ccccc2C2=CCCCC2)[C@@H](CO)N1C(=O)Nc1ccccc1F
    0.0	23.5
> C[C@@H]1CN([C@@H](C)CO)C(=O)c2cc(C3=CCCC3)cnc2O[C@@H]1CN(C)C(=O)Nc1ccc(C(F)(F)F)cc1
    0.0	-43.6
> CCCNC(=O)N(C)C[C@@H]1[C@@H](c2ccccc2)[C@H](CO)N1C(=O)c1ccccc1
    0.0	3.6
> N#C[C@@H]1[C@@H](c2ccccc2)[C@@H](CO)N1C(=O)c1cc(Cl)cc(Cl)c1
    0.0	?
> COCC(=O)N1[C@@H](CO)[C@@H]2c3ccccc3N(C)C[C@@H]21
    0.0	-39.7
> CCc1cnc(N2[C@H](CO)[C@@H](c3ccc(C4=CCCCC4)cc3)[C@@H]2C#N)s1
    0.0	0.2
> CC(C)CC#Cc1ccc([C@H]2[C@H]3CN(S(=O)(=O)c4cccc(F)c4)CC(=O)N3[C@H]2CO)cc1
    0.0	2.1
> C(=C\c1ccc(C2[C@@H]3CN(Cc4ccc5c(c4)OCO5)C[C@H]2N3)cc1)/c1ccccc1 (some centres undefined)
    10.3*!	-66.1&-111.8
> CO[C@H]1CN(C)C(=O)c2cc(NC(=O)c3ccc(Oc4ccccc4)cc3)ccc2OC[C@@H](C)NC[C@@H]1C
    0.0	-33.0
> CN(C)C(=O)c1cc2c(c(-c3cccc(/C=C/c4ccccc4)c3)n1)[C@H](CCO)N([S@@](=O)C(C)(C)C)C2
    0.0	1.9
> COc1ccc(S(=O)(=O)N(C)C[C@H]2Oc3c(NC(=O)c4nc5ccccc5s4)cccc3C(=O)N([C@H](C)CO)C[C@H]2C)cc1
    0.0	2.3
> COC(=O)C[C@@H]1CC[C@H]2[C@@H](COc3ccc(NC(=O)Nc4cccc(C#N)c4)cc3C(=O)N2C)O1
    0.0	-21.1
> CO[C@@H](CN(C)Cc1ccc(-c2ccccn2)cc1)[C@@H](C)CN(C(=O)Nc1ccc(F)cc1)[C@@H](C)CO
    0.1	-7.2
> CCC(=O)Nc1ccc2c(c1)OC[C@@H](C)N(Cc1ccccc1)C[C@@H](C)[C@@H](OC)CN(C)C2=O
    0.0	-2.0
> CCCC#Cc1ccc([C@@H]2[C@@H](CO)N3C(=O)CN(C(=O)Nc4cccc(F)c4)C[C@@H]23)cc1
    0.0	-19.2
> Cc1noc(C)c1NC(=O)Nc1ccc2c(c1)CC(=O)N([C@H](C)CO)C[C@@H](C)[C@H](CN(C)Cc1ccc(C(F)(F)F)cc1)O2
    0.0	0.7

# In the list so far, these contain a cyano group:
# Values run as follows: Pax4 gene expression	YAP1 CTGF inhibition
> N#C[C@@H]1[C@H](c2ccccc2-c2ccccc2F)[C@@H](CO)N1C(=O)C1CCC1
    0.0	3.9
> COCC(=O)N1[C@H](CO)[C@@H](c2ccc(C#Cc3ccccc3F)cc2)[C@@H]1C#N
    0.0	1.2
> CO[C@H]1CC[C@H]2CCOc3ccc(C#N)cc3C(=O)N(C)CC3(CCCCC3)CC(=O)N(C)C[C@H]1O2
    0.0	26.2
> N#Cc1ccc(-c2cccc(-c3nc(C(=O)O)cc4c3[C@H](CCO)N(CC3CCOCC3)C4)c2)cc1
    0.0	-28.9
> N#C[C@H]1[C@@H](c2ccccc2C2=CCCCC2)[C@@H](CO)N1C(=O)Nc1ccccc1F
    0.0	23.5
> N#C[C@@H]1[C@@H](c2ccccc2)[C@@H](CO)N1C(=O)c1cc(Cl)cc(Cl)c1
    0.0	?
> CCc1cnc(N2[C@H](CO)[C@@H](c3ccc(C4=CCCCC4)cc3)[C@@H]2C#N)s1
    0.0	0.2
> COC(=O)C[C@@H]1CC[C@H]2[C@@H](COc3ccc(NC(=O)Nc4cccc(C#N)c4)cc3C(=O)N2C)O1
    0.0	-21.1

# Screening results as filed in PubChem BioAssay.
